Source: PubChem BioAssay
MPTP inh: inhibitors of mitochondrial permeability transition pore; isolated mouse mitochondria, Ca2+ swelling absorbance, 30 min; inhibition, % at 10 µM; 1.4% of 360,000 active; AID 602449;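 active = inhibition of 50% or more, scaled per plate between neutral and stimulator controls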;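 note: 0% = DMSO wells given calcium and 100% = 1 mM EGTA wells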
* hit, by the source's call. A portion of the library; rates above refer to the full screens.

COc1ccc(CN2C(=O)CCC2(C)c2nc3ccccc3[nH]2)cc1 (stereo unspecified) was read as MPTP inh -1.9.
`CCCS(=O)(=O)NC(=O)C1(C)CCN(C(=O)c2cc(F)cc(F)c2)C1` (stereo unspecified) gave MPTP inh -0.3.
CCCNC(=O)C1(C)CCN(Cc2ccc(-n3ccnc3)cc2)C1 (stereo unspecified) was read as MPTP inh -1.2.
For CC(C)c1ccc(NC(=O)CN(C)C2=NS(=O)(=O)c3ccccc32)cc1 the results were MPTP inh -1.8.
Oc1ccc2sc(-c3ccccc3O)c(-c3ccc(OCCN4CCCCC4)cc3)c2c1 was read as MPTP inh 1.0.
Screening OC(c1cccc(Cl)c1)c1ncc(-c2ccc(C(F)(F)F)cc2)[nH]1 (stereo unspecified) returned MPTP inh 11.
Screening COC(=O)C[C@H]1CC[C@H](NC(=O)c2ccc(F)cc2)[C@@H](CO)O1 returned MPTP inh 1.4.
`COc1ccc(S(=O)(=O)NC(=O)C2(C)CCN2C(=O)C2(c3ccccc3)CCCC2)cc1` (stereo unspecified) gave MPTP inh 1.3.
c1coc(-c2ccc3nncn3c2)c1 was read as MPTP inh -0.1.
For CCOC(=O)C1C(C)C(C(C)(C)C)N(S(=O)(=O)c2ccc(C)cc2)C1c1ccccc1 (stereo unspecified) the results were MPTP inh 0.5.
`COc1ccc(Nc2c(-c3ccc(F)cc3)nc3nc(C)cc(C)n23)cc1` gave MPTP inh -0.2.
CCC(c1nnnn1-c1ccc2c(c1)OCCO2)N1CCN(c2cc(C)ccc2C)CC1 (stereo unspecified) was read as MPTP inh 1.8.
O=C(O)C(Cc1ccccc1)N1C(=O)C=CC1=O (stereo unspecified) was read as MPTP inh -3.2.
Screening CC(C)OC(=O)N(C)C[C@@H]1OCc2ccccc2-c2c(n(C)c3ccccc23)C(=O)N([C@@H](C)CO)C[C@H]1C returned MPTP inh -2.2.
COC(=O)c1ccc2nc(C(C)(C)C)c(Cc3ccc(OC)cc3C)n2c1 was read as MPTP inh -2.1.
Screening O=C(O)C(=Cc1ccc([N+](=O)[O-])cc1)c1cccc(Cl)c1 returned MPTP inh -1.0.
COc1ccc(CCNC(=O)Nc2ccc3c(c2)c(=O)n(C)n3Cc2ccc(Cl)cc2)cc1OC was read as MPTP inh 0.0.
Screening Clc1ccc2nc(C(Cl)(Cl)Cl)[nH]c2c1 returned MPTP inh -0.9.
For CCOc1ccc(-c2noc([C@@H]3O[C@H](CO)[C@@H](O)[C@H]3O)n2)cc1 the results were MPTP inh 1.4.
CC(=O)Nc1ccc(CNc2nc(NCC3CC3)nc3ccsc23)cc1 was read as MPTP inh 0.4.
Cc1oc(-c2ccc(F)cc2F)nc1CN1CCN(C(=O)c2ccco2)CC1 was read as MPTP inh 0.1.
COc1cc(-c2cc3nc(NCCOc4ccccc4)ccn3n2)cc(OC)c1OC was read as MPTP inh -0.1.
CN1OC[C@@H]2CN(Cc3ccccc3)[C@H](c3ccc(N4CCCCC4)cc3)C[C@@H]21 was read as MPTP inh 0.2.
CC1(C(=O)Nc2cnc3ccccc3c2)CCN1Cc1cc2ccccc2o1 (stereo unspecified) was read as MPTP inh -0.4.
For Cc1noc(C)c1-c1ccc(C(=O)NC2CCCCC2)c2occc12 the results were MPTP inh 1.5.
`COc1ccc(-c2csc(N(CCCN(C)C)C(=O)c3ccc(OC)c(OC)c3)n2)cc1` gave MPTP inh -1.2.
COc1cc(CNC(=O)c2cc(-c3cc(C)cc(F)c3)n[nH]2)cc(OC)c1 was read as MPTP inh 1.0.
O=C(C1CCCCC1)N1C[C@H](O)[C@@H](n2cc(-c3ccc(F)cc3)nn2)C[C@@H]1c1ccccc1 was read as MPTP inh -1.0.
CNC(=O)C[C@@H]1C(=O)N(c2ccc(OC)cc2)CC1(C)C was read as MPTP inh -0.2.
For CC(=O)c1c(C)[nH]c(C(=O)OC(C)C(=O)NC2CCCCC2)c1C (stereo unspecified) the results were MPTP inh -0.7.
`O=C1NC[C@@H](CCCCN2C[C@H](Cc3ccccc3)N(CCC3CCCCC3)C(=O)C2=O)N(Cc2ccccc2)C1=O` gave MPTP inh -2.2.
CCOC(=O)c1ccc(-c2ccc3ncnc(NCc4csc(C)n4)c3c2)o1 was read as MPTP inh 0.0.
Screening NC(=O)c1cccc(-c2csc(C(O)c3cccc(Cl)c3)n2)c1 (stereo unspecified) returned MPTP inh 1.0.
Screening COC(=O)[C@@]12C[C@@H](CC(=O)NCCC(C)C)C(=O)N(CCc3ccc(OC)c(OC)c3)C1=CCC(C)(C)C2 returned MPTP inh -0.2.
Screening Cn1cnc(CCNC(=O)C[C@H]2CC[C@@H]3[C@H](COC[C@H](O)CN3C(=O)C3CCCC3)O2)c1 returned MPTP inh -1.8.
`Cc1noc(C)c1S(=O)(=O)N(C)C[C@@H]1OCc2cnnn2CCCC(=O)N([C@H](C)CO)C[C@@H]1C` gave MPTP inh 0.4.
Screening COC(=O)c1ccc2nc(-c3ccco3)c(Cc3cccc(F)c3)n2c1 returned MPTP inh -2.7.
Cc1cnc(CNC(=O)c2csc([C@@H]3C[C@H](O)[C@@H](CO)O3)n2)cn1 was read as MPTP inh -1.1.
`O=C(NC1CCCC1)C1c2ccccc2OCC(=O)N1C1CC1` (stereo unspecified) gave MPTP inh -1.4.
`CC(C)[C@H](COC=O)NC(=O)[C@H]1O[C@@H](n2ccc(N)nc2=O)[C@H](O)[C@@H]1O` gave MPTP inh -0.2.
Screening CC(C)CN(C(=O)CSc1nc2ccccc2[nH]1)c1c(N)n(Cc2ccccc2)c(=O)[nH]c1=O returned MPTP inh 0.0.
COc1cccc(CCN2C(=O)CCC3=C2CCC3=O)c1 was read as MPTP inh 0.3.
For CCC(CC)c1nnc(NC(=O)Cc2c[nH]c3ccccc23)s1 the results were MPTP inh 0.1.
Screening CCCCN1C(=O)C(CC(=O)NC2CCCC2)CC(C(=O)N2CCOCC2)=C1C (stereo unspecified) returned MPTP inh 1.4.
Screening COC(=O)c1ccc2nc(-c3ccco3)c(Cc3cccc(Cl)c3)n2c1 returned MPTP inh -0.3.
For CN1CCN(c2ccc(CNC(=O)C3Cc4c(-c5ccccc5Oc5ccccc5)ccnc4O3)cc2)CC1 (stereo unspecified) the results were MPTP inh -1.3.
`CC1(C(=O)Nc2ccccc2Br)CCN1C(=O)Cc1ccc(Cl)cc1Cl` (stereo unspecified) gave MPTP inh 0.3.
Screening CCCCNC(=O)C1(C)CCN1C(=O)c1cc2ccccc2s1 (stereo unspecified) returned MPTP inh 0.1.
`CC1(C(=O)NS(=O)(=O)c2ccc(Br)cc2)CCN1C(=O)C/C=C/c1ccccc1` (stereo unspecified) gave MPTP inh -1.1.
For CN(C)c1ccc(C=O)c(Oc2ccccc2)c1 the results were MPTP inh -0.3.
O=C(NCc1ccncc1)[C@@H]1CCCN1C(=O)[C@H]1CCCN1C(=O)c1ccccc1 was read as MPTP inh 1.2.
Screening COc1ccccc1Cc1c(C(C)(C)C)nc2cc(C)c(Br)c(C)n12 returned MPTP inh 4.7.
For CC(O)(c1cccnc1)c1nc(-c2ccc(F)c(Cl)c2)cs1 (stereo unspecified) the results were MPTP inh 0.9.
`C(=C\c1ccccc1)/CN1CCN(C(c2nnnn2C2CCCCC2)C2CC2)CC1` (stereo unspecified) gave MPTP inh 0.4.
CCc1nc2ccc(C(=O)NCCN3CCNC3=O)cn2c1N(C)CCC(C)C was read as MPTP inh -2.6.
Screening O=C1c2ccccc2C(c2nnnn2-c2ccc3c(c2)OCCO3)N1CCc1ccccc1F (stereo unspecified) returned MPTP inh -2.5.
`CC1(C(=O)Nc2cccc3c2CCCC3)CCN1C(=O)Cc1ccccc1Cl` (stereo unspecified) gave MPTP inh -0.5.
`CCCCCCCCN1C(=O)[C@H](CC(=O)NCC2CCCCC2)C[C@@]2(C(=O)OCC)CCCC=C12` gave MPTP inh 1.0.
COC(=O)c1cc(=O)nc(NNC(C)=O)s1 was read as MPTP inh -0.9.
Screening COCCCN1C(=O)C(CC(=O)NCc2cccs2)CC(C(=O)N2CCOCC2)=C1C (stereo unspecified) returned MPTP inh -0.6.

Taken from above, six compounds:
CCc1nc2ccc(C(=O)NCCN3CCNC3=O)cn2c1N(C)CCC(C)C was read as MPTP inh -2.6.
Screening O=C1c2ccccc2C(c2nnnn2-c2ccc3c(c2)OCCO3)N1CCc1ccccc1F (stereo unspecified) returned MPTP inh -2.5.
`CC1(C(=O)Nc2cccc3c2CCCC3)CCN1C(=O)Cc1ccccc1Cl` (stereo unspecified) gave MPTP inh -0.5.
`CCCCCCCCN1C(=O)[C@H](CC(=O)NCC2CCCCC2)C[C@@]2(C(=O)OCC)CCCC=C12` gave MPTP inh 1.0.
COC(=O)c1cc(=O)nc(NNC(C)=O)s1 was read as MPTP inh -0.9.
Screening COCCCN1C(=O)C(CC(=O)NCc2cccs2)CC(C(=O)N2CCOCC2)=C1C (stereo unspecified) returned MPTP inh -0.6.

Remaining list, next part.
`COc1ccccc1CCC(=O)Nc1ccc2c(c1)c(=O)n(C)n2Cc1cccc(C(F)(F)F)c1` gave MPTP inh 1.5.
For O=C(NCc1ccccc1)c1cc(C2COCCN2S(=O)(=O)c2ccccc2)on1 (stereo unspecified) the results were MPTP inh -0.4.
Screening Cc1nc(Cc2nnc(SCC(=O)N3c4ccccc4NC(=O)C3(C)C)o2)cs1 returned MPTP inh 1.2.
`C=CCn1nc(C(=O)N2CCOCC2)cc1-c1sc(NC(=O)c2ccccc2)nc1C` gave MPTP inh 1.5.
`C[C@@H]1CN([C@H](C)CO)C(=O)CCCn2nncc2CO[C@@H]1CN(C)S(=O)(=O)c1ccc(Cl)cc1` gave MPTP inh -1.9.
CC(C)(C(=O)N1CCC1(C)C(=O)Nc1ccccc1Br)c1ccccc1 (stereo unspecified) was read as MPTP inh 0.0.
Screening CC(=O)c1cccc(-c2cnc3c(NC=O)cc(-c4ccc(F)cc4)cn23)c1 returned MPTP inh 2.3.
Cc1csc(=O)n1CCC(=O)OCC(=O)NCc1ccccc1 was read as MPTP inh 0.3.
`CC(C)NC(=O)C1(C)CCN1Cc1ccc(C(F)(F)F)cc1` (stereo unspecified) gave MPTP inh 0.9.
`COc1ccc(C(c2nnnn2-c2ccc3c(c2)OCCO3)N2CCN(C/C=C/c3ccccc3)CC2)cc1` (stereo unspecified) gave MPTP inh 0.2.
Screening COc1cccc(CN2CC(C(=O)NCCc3nccs3)CCC2=O)c1 (stereo unspecified) returned MPTP inh -1.0.
C[C@@H]1CN([C@@H](C)CO)S(=O)(=O)c2ccc(C#CC3CCCCC3)cc2O[C@@H]1CN(C)Cc1cccnc1 was read as MPTP inh 1.1.
Screening COc1cccc(-c2cccc(-c3nc(C(=O)Nc4ccc(-c5ccccc5)cc4)cc4c3[C@H](CCO)N(S(=O)C(C)(C)C)C4)c2)c1 (stereo partly specified) returned MPTP inh 3.3.
`COc1cccc(CN(CCC(=O)O)Cc2cccc(OC)c2)c1` gave MPTP inh -0.2.
OC[C@@H]1CN(CCNc2ccccc2)C[C@H](n2cnc3c(NCc4ccncc4)ncnc32)O1 was read as MPTP inh 0.5.
For C[C@H](CO)N1C[C@H](C)[C@@H](CN(C)CC2CCOCC2)Oc2cc(C#Cc3ccccc3F)ccc2S1(=O)=O the results were MPTP inh -0.8.
`COc1ccccc1-c1ccc2c(c1)C(C)(Cc1ccc(Cl)cc1)C(=O)N2` (stereo unspecified) gave MPTP inh -0.5.
Screening CCOC(=O)C1CCCN(C(=O)c2cc(C#N)cs2)CC1 (stereo unspecified) returned MPTP inh 1.1.
Screening COc1ccc([C@@H]2C[C@H]3[C@@H](CN2S(=O)(=O)c2ccccc2)C(=O)C[C@@H](c2cccc4ccccc24)N3S(=O)(=O)c2ccc(C)cc2)cc1 returned MPTP inh 1.3.
Screening CC(C)c1ccc(CN2CCC(C)(Oc3ccc(Cl)cc3)C2)cc1 (stereo unspecified) returned MPTP inh 2.7.

Quoted at random: six records from the list, in no set order.
O=C(C1CCCCC1)N1C[C@H](O)[C@@H](n2cc(-c3ccc(F)cc3)nn2)C[C@@H]1c1ccccc1 was read as MPTP inh -1.0.
`COc1ccccc1CCC(=O)Nc1ccc2c(c1)c(=O)n(C)n2Cc1cccc(C(F)(F)F)c1` gave MPTP inh 1.5.
`O=C(NC1CCCC1)C1c2ccccc2OCC(=O)N1C1CC1` (stereo unspecified) gave MPTP inh -1.4.
`CC1(C(=O)Nc2cccc3c2CCCC3)CCN1C(=O)Cc1ccccc1Cl` (stereo unspecified) gave MPTP inh -0.5.
Screening COc1ccccc1Cc1c(C(C)(C)C)nc2cc(C)c(Br)c(C)n12 returned MPTP inh 4.7.
Screening CCCCNC(=O)C1(C)CCN1C(=O)c1cc2ccccc2s1 (stereo unspecified) returned MPTP inh 0.1.

The list continues.
Screening OC(c1cccc(Cl)c1)c1nc(-c2ccc(F)c(Cl)c2)cs1 (stereo unspecified) returned MPTP inh 3.4.
CCCCNC(=O)C(NC(=O)c1ccc(C(F)(F)F)cc1)C(=O)c1ccccc1 (stereo unspecified) was read as MPTP inh 0.8.
Screening COc1ncccc1-c1cnc2cccnn12 returned MPTP inh -1.5.
Screening CC1(C(=O)NCc2ccco2)Cc2c(-c3cccc(C(N)=O)c3)ccnc2O1 (stereo unspecified) returned MPTP inh -0.5.
Screening Clc1cccc(-c2cc3nc(NCCOc4ccccc4)ccn3n2)c1 returned MPTP inh 3.1.
Screening CCOC(=O)C1=CCN(S(=O)(=O)c2cccc(Cl)c2)C1c1cccc(F)c1 (stereo unspecified) returned MPTP inh 1.1.
For C[C@H](NC(=O)C[C@@H]1CC[C@H]2[C@@H](COC[C@H](O)CN2Cc2ccc(C(F)(F)F)cc2)O1)c1ccccc1 the results were MPTP inh 3.4.
`O=C(Cn1cc(C(F)(F)F)ccc1=O)Nc1ccc2c(c1)OCO2` gave MPTP inh 0.3.
C=CCSc1nc2c(N)ncnc2n1C1OC(CO)C(O)C1O (stereo unspecified) was read as MPTP inh -0.7.
Cc1ccc(C)c(CC(=O)N2CCCC(c3cc(C(=O)Nc4ccc5c(c4)OCO5)no3)C2)c1 (stereo unspecified) was read as MPTP inh 1.5.
For NC1(CO)COC(c2ccccc2)OC1 (stereo unspecified) the results were MPTP inh -1.6.
CC1CCN(C(=O)c2ncn3c2c(=O)[nH]c2ccccc23)CC1 was read as MPTP inh -0.1.
`Cc1ccc(S(=O)(=O)N2C[C@H]3C(=O)C[C@@H](c4cccc(Cl)c4)N(S(=O)(=O)c4ccc(C)cc4)[C@H]3C[C@H]2c2ccc(Cl)cc2)cc1` gave MPTP inh -2.1.
